Source: PubChem BioAssay
3CLpro inhibitor: SARS-CoV 3CLpro protease inhibitors, primary screen, biochemical, quenched FRET. recombinant SARS-CoV 3CLpro, quenched FRET peptide cleavage. actives 0.14% (n = 290,000). Replicase polyprotein 1ab (Severe acute respiratory syndrome coronavirus), P0C6X7. inhibition, % at 6 µM; in the data active means inhibition above about 12%
DUSP3 inh: VHR1 phosphatase inhibitors, primary screen, biochemical, absorbance, uHTS. actives 0.52% (n = 290,000). Dual specificity protein phosphatase 3 (Homo sapiens), P51452. inhibition, % at 13.3 µM. recombinant VHR phosphatase, pNPP absorbance. AID 1654, 2009; in the data active means inhibition above about 50%; further: some compounds called inactive have numbers as strong as hits
BoNT-A LC inh2: BoNT/A light chain protease inhibitors, primary screen, biochemical, flow cytometry, MLPCN library | Botulinum neurotoxin type A light chain protease (Clostridium botulinum A str. ATCC 3502) | multiplex microsphere protease substrate cleavage | actives 0.17% (n = 360,000) | AID 588499, 2011 | inhibition, % at 10 µM; further: plate controls were buffer without enzyme for full effect and enzyme alone for no effect
PriA SSB inh: inhibitors of Klebsiella pneumoniae PriA binding to SSB C-terminal tail, primary screen, biochemical, AlphaScreen; actives 0.6% (n = 430,000); AlphaScreen SSBct-PriA binding, biotinylated peptide; AID 1272365, 2023; inhibition, % at 33 µM; in the data active means inhibition mostly above about 37%, no sharp cut-off; inactive means mostly below about 20%;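 further: plate controls were negative control peptide for no effect and reference peptide for full effect; strong numbers were not always called active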
Y pestis TopoI: Yersinia pestis topoisomerase I inhibitors, primary screen, biochemical, cleavage product accumulation, plate reader, single point | actives 0.064% (n = 360,000) | Y. pestis Topo-I cleavage product accumulation | activity, % at 10 µM | DNA topoisomerase I (Yersinia pestis CO92) | AID 504884, 2011; in the data active means activity above about 50%, passing the limit was not always enough; inconclusive means no clear call, values can overlap the other calls; further: inactives centre near 2
PfHsp40 rescue: rescue of yeast from PfHsp40 toxicity, primary screen, S. cerevisiae, ATP luminescence; growth rescue, % at 12.5 µM; actives 0.68% (n = 340,000); S. cerevisiae expressing PfHsp40, growth rescue; in the data active means growth rescue above about 28%, passing the limit was not always enough; inconclusive means no clear call, values can overlap the other calls;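 further: yeast W303a lacking pdr1 and pdr3 grown in galactose medium; growth measured after three days at 30 °C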
TcdB GH inh: TcdB glycohydrolase inhibitors, primary screen, biochemical, single point, plate reader; Toxin B (Clostridioides difficile), P18177; TcdB glycohydrolase enzymatic assay; inhibition, % at 9.99 µM; actives 0.24% (n = 350,000); in the data active means inhibition above about 10%
Target sequence (P18177 whole entry, looked up): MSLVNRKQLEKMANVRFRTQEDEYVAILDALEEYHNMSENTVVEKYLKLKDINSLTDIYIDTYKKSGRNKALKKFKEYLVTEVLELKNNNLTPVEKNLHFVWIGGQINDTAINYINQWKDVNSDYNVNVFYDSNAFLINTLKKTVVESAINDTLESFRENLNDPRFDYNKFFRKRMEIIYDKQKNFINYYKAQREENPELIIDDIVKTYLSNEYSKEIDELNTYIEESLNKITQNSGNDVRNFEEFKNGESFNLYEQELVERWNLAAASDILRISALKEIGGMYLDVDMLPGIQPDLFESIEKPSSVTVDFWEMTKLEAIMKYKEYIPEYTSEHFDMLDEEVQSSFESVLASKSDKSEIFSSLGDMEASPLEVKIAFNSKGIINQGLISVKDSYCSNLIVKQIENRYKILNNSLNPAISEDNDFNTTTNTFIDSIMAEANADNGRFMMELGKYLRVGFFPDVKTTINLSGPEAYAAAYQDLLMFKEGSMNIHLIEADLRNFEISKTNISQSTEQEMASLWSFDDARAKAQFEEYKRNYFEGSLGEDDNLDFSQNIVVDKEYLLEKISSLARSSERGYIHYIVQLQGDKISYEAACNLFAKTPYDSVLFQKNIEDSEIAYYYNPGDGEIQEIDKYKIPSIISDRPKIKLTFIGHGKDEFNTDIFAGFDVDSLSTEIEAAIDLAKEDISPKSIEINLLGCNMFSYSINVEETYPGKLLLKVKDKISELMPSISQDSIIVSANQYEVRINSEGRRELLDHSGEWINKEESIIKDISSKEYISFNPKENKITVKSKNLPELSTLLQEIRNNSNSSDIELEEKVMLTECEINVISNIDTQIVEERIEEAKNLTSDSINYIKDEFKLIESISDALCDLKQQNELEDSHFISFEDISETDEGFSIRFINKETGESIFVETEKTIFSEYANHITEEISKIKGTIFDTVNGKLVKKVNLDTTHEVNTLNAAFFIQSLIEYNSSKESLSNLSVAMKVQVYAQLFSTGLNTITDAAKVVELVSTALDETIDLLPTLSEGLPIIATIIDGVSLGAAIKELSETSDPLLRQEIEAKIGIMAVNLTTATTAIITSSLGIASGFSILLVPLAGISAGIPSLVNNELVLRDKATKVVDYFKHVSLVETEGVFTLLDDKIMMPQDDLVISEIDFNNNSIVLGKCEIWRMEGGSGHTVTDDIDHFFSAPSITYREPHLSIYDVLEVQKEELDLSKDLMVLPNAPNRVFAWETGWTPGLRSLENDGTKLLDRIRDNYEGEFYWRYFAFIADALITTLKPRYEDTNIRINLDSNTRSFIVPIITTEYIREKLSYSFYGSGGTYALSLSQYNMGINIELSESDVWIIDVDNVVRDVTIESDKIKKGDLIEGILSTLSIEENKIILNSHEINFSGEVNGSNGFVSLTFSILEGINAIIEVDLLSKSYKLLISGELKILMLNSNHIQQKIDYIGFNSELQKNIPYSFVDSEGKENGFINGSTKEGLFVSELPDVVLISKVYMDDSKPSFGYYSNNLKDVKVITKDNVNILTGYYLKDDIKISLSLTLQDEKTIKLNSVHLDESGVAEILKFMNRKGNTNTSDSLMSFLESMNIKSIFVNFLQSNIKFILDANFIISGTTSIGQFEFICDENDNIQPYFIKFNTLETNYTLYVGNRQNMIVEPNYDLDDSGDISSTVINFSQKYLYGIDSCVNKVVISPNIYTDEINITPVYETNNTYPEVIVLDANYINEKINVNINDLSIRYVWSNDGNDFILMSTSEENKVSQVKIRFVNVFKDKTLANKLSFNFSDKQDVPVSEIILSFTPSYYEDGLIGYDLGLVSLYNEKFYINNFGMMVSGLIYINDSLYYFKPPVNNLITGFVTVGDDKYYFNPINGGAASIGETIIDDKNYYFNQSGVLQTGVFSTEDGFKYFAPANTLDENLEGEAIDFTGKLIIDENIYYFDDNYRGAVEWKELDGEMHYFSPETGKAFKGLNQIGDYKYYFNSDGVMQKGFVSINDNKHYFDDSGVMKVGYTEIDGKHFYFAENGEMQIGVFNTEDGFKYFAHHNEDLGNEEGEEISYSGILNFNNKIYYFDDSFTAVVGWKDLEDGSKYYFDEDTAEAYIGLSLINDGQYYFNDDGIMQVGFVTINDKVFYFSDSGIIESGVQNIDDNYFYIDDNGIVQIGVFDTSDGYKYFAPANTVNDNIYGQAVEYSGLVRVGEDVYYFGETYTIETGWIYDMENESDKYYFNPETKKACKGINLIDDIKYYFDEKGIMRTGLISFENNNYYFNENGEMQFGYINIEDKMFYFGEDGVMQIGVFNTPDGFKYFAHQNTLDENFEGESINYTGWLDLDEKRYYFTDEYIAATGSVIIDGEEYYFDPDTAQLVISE
BH1578 lux ind: inducers of Vibrio cholerae quorum light production without autoinducers, primary screen, BH1578 luxS cqsA deficient, single point; V. cholerae BH1578 lux reporter, luminescence, 6 h; actives 0.16% (n = 350,000); AID 588436, 2011; activation, % at 18.7 µM; in the data active means activation mostly above about 9.7%, no sharp cut-off; inconclusive means no clear call, values can overlap the other calls; inactive means mostly below about 3.7%; further: not every result past the cut was called active; inactives centre near 0; reference of the scale not given here
Anthrax LF prot: Bacillus anthracis LF protease inhibitors, primary screen, biochemical, multiplex microsphere, MLPCN library | Lethal factor (Bacillus anthracis), P15917 | multiplex microsphere protease cleavage assay | inhibition, % at 10 µM | actives 0.12% (n = 360,000) | AID 588501, 2011; further: plate controls were buffer without enzyme for full effect and enzyme alone for no effect
CCHFV vOTU inh: CCHFV vOTU protease inhibitors, primary screen, biochemical, Pep-AMC substrate, fluorescence; actives 0.55% (n = 370,000); Crimean-Congo hemorrhagic fever virus L polyprotein viral ovarian tumor (vOTU) protease …; inhibition, % at 11.5 µM; in the data active means inhibition above about 30%; further: 0% = vehicle wells with enzyme and 100% = no enzyme wells
* marks the source's active call; other numbers are inactive results; i = inactive; ? = inconclusive; nt = no result given; & = joins results of further samples. Unless noted, no stated cut-off is given here; in the data, active means inhibition above about 30%; inconclusive means no clear call, values can overlap the other calls; inactive means below that.

SMILES	3CLpro inhibitor	DUSP3 inh	BoNT-A LC inh2	PriA SSB inh	Y pestis TopoI	PfHsp40 rescue	TcdB GH inh	BH1578 lux ind	Anthrax LF prot	CCHFV vOTU inh
CCOc1ccc(S(=O)(=O)NCCC(=O)N2CCN(c3ccc(OC)cc3)CC2)cc1	-1	18	-1.0	1	2	-0.9	-3.1	-0.5	-10	-2
Cc1cccc(N2N=C(C(=O)Nc3ccc(Cl)c(S(=O)(=O)N4CCOCC4)c3)CCC2=O)c1	nt	nt	-0.2	nt	15	0.9	3.3	0.7	-10	17
O=c1[nH]c(=S)[nH]c2sccc12	-1	30	-1.3	-8	-2	-0.7	-0.4	1.3	-2	-8
COc1cccc(OCc2cc(C(=O)N(C)Cc3nc(C)cs3)no2)c1	0	4	2.2	-2	29	3.3	0.0	-0.6	-2	-6
COCCNC(=O)c1c(N)n(-c2cccc(C)c2)c2nc3ccccc3nc12	2	8	6.2	-8	17	0.7	nt	i	-1	-123
C[C@H](CO)N1C[C@H](C)[C@@H](CN(C)Cc2ccccc2)Oc2ccc(NC(=O)Cn3cnnn3)cc2C1=O	nt	nt	-0.2	7	6	-0.2	-1.0&0.1	i	-8	3
Cc1[nH]nc2c1C(c1ccsc1)C(C#N)=C(N)O2 (stereo unspecified)	2	6	-0.6	-25	-5	-2.2	nt	i	0	-8
O=C(CCCC1=NS(=O)(=O)c2ccccc2N1)N1CCN(c2ccc(Cl)cc2)CC1	-1	-7	-1.0	-5	22	-1.6	1.6	-0.3	0	-1
COc1ccc(CCN2C(=O)C(C)=C(C)C2=O)cc1OC	-2	12	-4.4	3	0	-0.6	0.8	-0.2	-8	-13
COc1ccc(NC(C)=O)cc1NC(=O)C1CCCN1C(=O)c1cccs1 (stereo unspecified)	nt	nt	-0.3	4	4	-0.8	0.9	i	1	4
CCOc1ccc(N(C)S(=O)(=O)c2csc(C(N)=O)c2)cc1	4	-11	0.2	4	1	-2.2	1.9	-0.8	4	-3
C[C@H](CO)N1C[C@H](C)[C@@H](CN(C)C(=O)NC2CCCCC2)Oc2ccc(NC(=O)Nc3ccccc3)cc2C1=O	nt	nt	-0.2	-6	-1	1.2	-0.2&1.3	-2.1	-6	-4
Fc1ccc(CO/N=C2\CCCc3nonc32)cc1	3	9	0.4	nt	5	0.3	0.6	-2.1	-3	-7
CC(C)n1ncc2c(C(=O)Nc3cccc(S(=O)(=O)N(C)C)c3)cc(C3CC3)nc21	nt	nt	0.7	-14	9	0.2	1.4	i	-2	11
Cc1cc(C)n(-c2ccc(S(=O)(=O)N3CCCC3)cc2[N+](=O)[O-])n1	-1	17	0.8	-1	5	-0.3	0.6	2.4	-10	11
COc1ccc(CN(C)CC(=O)NCC(=O)Nc2c(C)cccc2C)cc1	nt	nt	-0.2	-9	3	0.9	-0.4	i	-5	12
CCn1c(SCC(=O)N2CCN(S(=O)(=O)c3ccccc3)CC2)nnc1-c1cccs1	-1	2	-0.2	-21	14	1.1	nt	nt	3	-10
Cn1c(=O)cc(OCCCC(=O)NCc2ccc(F)cc2Cl)c2ccccc21	-1	4	-0.2	-18	11	0.4	0.5	-0.2	-1	-15
O=C(Nc1ccccc1SCC1CSc2nc3ccccc3c(=O)n21)c1cccc(Cl)c1 (stereo unspecified)	-1	20	0.1	1	33	22	nt	i	0	10
O=C(OC1CCOC1=O)c1ccc(Cl)c(S(=O)(=O)N2CCCCC2)c1 (stereo unspecified)	0	2	-0.6	14	0	-0.3	1.9	-2.4	3	4
COc1ccc(OC)c(NC(=O)CC2SC(=N)N(c3ccccc3)C2=O)c1 (stereo unspecified)	7	1	0.3	-10	-2	-0.1	0.9	-0.6	-3	-9
NC/C(=N\O)c1ccc(Cl)cc1Cl	-2	10	0.1	nt	2	-1.1	0.6	i	-6	3
CC(OC(=O)Cn1cnc2ccccc2c1=O)C(=O)N(C)c1ccccc1 (stereo unspecified)	nt	nt	3.1	-11	2	-1.4	0.5	-3.7	-2	-3
O=S(=O)(c1ccccc1F)N1CCN(Cc2cc3c(cc2O)OCO3)CC1	nt	nt	-1.8	-5	9	-0.9	-2.9	3.4	-5	-10
C=CCc1cccc(/C=N/NC(=O)CCCNc2ccc(C)cc2)c1O	0	19	-1.1	nt	-3	93*	-0.7	0.7	-4	18

2 compounds from above, limited to BoNT-A LC inh2:
Compound,BoNT-A LC inh2
CC(C)n1ncc2c(C(=O)Nc3cccc(S(=O)(=O)N(C)C)c3)cc(C3CC3)nc21,0.7
Cc1cc(C)n(-c2ccc(S(=O)(=O)N3CCCC3)cc2[N+](=O)[O-])n1,0.8

A draw from above in order of number of heavy atoms, low to high.
SMILES	3CLpro inhibitor	DUSP3 inh	BoNT-A LC inh2	PriA SSB inh	Y pestis TopoI	PfHsp40 rescue	TcdB GH inh	BH1578 lux ind	Anthrax LF prot	CCHFV vOTU inh
CCOc1ccc(N(C)S(=O)(=O)c2csc(C(N)=O)c2)cc1	4	-11	0.2	4	1	-2.2	1.9	-0.8	4	-3
Cc1cc(C)n(-c2ccc(S(=O)(=O)N3CCCC3)cc2[N+](=O)[O-])n1	-1	17	0.8	-1	5	-0.3	0.6	2.4	-10	11
COCCNC(=O)c1c(N)n(-c2cccc(C)c2)c2nc3ccccc3nc12	2	8	6.2	-8	17	0.7	nt	i	-1	-123
CCOc1ccc(S(=O)(=O)NCCC(=O)N2CCN(c3ccc(OC)cc3)CC2)cc1	-1	18	-1.0	1	2	-0.9	-3.1	-0.5	-10	-2

(next part)
SMILES	3CLpro inhibitor	DUSP3 inh	BoNT-A LC inh2	PriA SSB inh	Y pestis TopoI	PfHsp40 rescue	TcdB GH inh	BH1578 lux ind	Anthrax LF prot	CCHFV vOTU inh
CC(=O)c1cccc(N(C(=O)CNC(=O)c2ccco2)C(C(=O)NC2CCCC2)c2ccncc2)c1 (stereo unspecified)	5	14	0.4	5	-3	0.1	-1.6	-0.3	2	-12
O=C(NC(=S)N1CCCCC1CO)c1cccs1 (stereo unspecified)	nt	nt	-0.3	-5	-8	-0.1	-5.5	i	-12	4
COc1ccccc1NC(=O)CCc1c(C)[nH]c(=O)c(C#N)c1C	-1	16	0.2	-10	-1	-0.6	nt	-0.5	0	2
COc1ccc(NC(=O)[C@@H](NS(=O)(=O)c2cccc(Cl)c2)C(C)C)cc1S(=O)(=O)N1CCOCC1	nt	nt	nt	-6	-7	0.8	-0.6	1.9	nt	-8
COc1c(O)c(=O)n2c3ccccc3c3ccnc1c32	nt	nt	0.2	3	-2	66*	-4.6	-0.3	-2	13
O=C(OCCC1Oc2cccnc2NC1=O)c1ccc([N+](=O)[O-])cc1 (stereo unspecified)	2	28	nt	nt	nt	nt	-1.0	nt	nt	-12
O=S(=O)(Nc1nc2ccccc2nc1N1CCc2ccccc2C1)c1ccc(Br)cc1	-2	3	4.3	1	-7	1.0	nt	-0.3	0	-62
Cc1ccsc1C1Nc2ccc3ncccc3c2C2=C1C(=O)CC(C)(C)C2 (stereo unspecified)	5	18	?	35	4	1.2	nt	0.1	0	-1
C#C[C@]1(O)CC[C@H]2[C@@H]3CCC4=C(CCC(=O)C4)[C@H]3CC[C@@]21C	3	-15	-0.3	-1	2	1.0	0.8	-3.6	4	-7
COc1cc2c(cc1OC)-c1cc(Nc3cccc(F)c3)nc(=O)n1CC2	-2	71	-1.9	-9	3	0.3	-0.4	1.1	-4	7
Cc1nn(-c2ccc(Cl)cc2)c2sc(C(=O)N3CCN(c4ccccn4)CC3)cc12	-5	-16	-0.9	-4	2	1.4	nt	1.2	-3	-2
C[C@H]1CN([C@@H](C)CO)C(=O)c2cccc(NC(=O)C3CC3)c2O[C@H]1CN(C)CC1CCCCC1	nt	nt	0.1	7	-8	-0.6	-0.6&1.0	i	-6	-2
COc1ccc(NC(=O)c2cc(C3CCCCN3C(=O)C3CCCCC3)on2)c(C)c1 (stereo unspecified)	nt	nt	0.0	nt	23	nt	0.4	i	6	12
CC(=O)C1=C(c2ccccc2)NC(=O)NC1c1ccccc1OCC(=O)Nc1ccccc1 (stereo unspecified)	-3	26	-0.9	-13	40	-0.1	nt	-4.1	3	-8
O=C(/C=C\c1ccco1)c1ccc(NC(=O)c2ccco2)cc1	1	4	-0.2	-9	0	2.1	1.7	0.1	0	8
COC(=O)c1sccc1NC(=O)c1c(C)c(-c2cccc(Cl)c2)nc2ccccc12	5	35	-0.1	1	0	0.1	nt	-0.3	-2	1
CC(=O)N(C1=NCCCS1)c1ccccc1Cl	-6	-14	-1.0	4	-1	-1.2	0.1	-0.4	1	-12
CC(=O)Nc1ccc(S(=O)(=O)N2CCC(N(C)CCC(C)C)CC2)cc1	3	47	0.0	-9	-11	-1.1	nt	1.7	1	4
CCOC(=O)C1CCN(C(=O)COc2ccc(S(=O)(=O)N3CCOCC3)cc2)CC1	-6	22	0.1	-7	0	-0.2	-0.5	i	2	-6
CCOc1ccc2oc(=O)cc(CN3CCOCC3)c2c1	0	2	1.0	7	2	13	1.5	6.2	14	18
O=c1cc(N2CCCCC2)c(-c2ccccc2)nn1Cc1ccc(Cl)cc1	1	6	-0.5	0	7	1.9	nt	-0.3	-4	12
CCCCC(=O)c1ccc(O)cc1	0	-4	0.3	2	8	1.9	0.1	-7.1	-1	3
CC(C)CNC(=O)C1(C)CCCN1C(=O)Cc1cccc2ccccc12 (stereo unspecified)	nt	nt	-0.2	nt	2	nt	-1.9	i	-7	5
CC(C)NC(=O)CCCn1c(=S)[nH]c2cc3c(cc2c1=O)OCO3	3	16	-0.6	-7	-11	-1.4	nt	-0.6	0	1
CNCC(C)c1ccccc1 (stereo unspecified)	5	7	0.1	-3	6	0.2	0.9	1.4	0	-16
COc1ccc(C(=O)Nc2ccc(N3CCC(C)CC3)cc2)cc1Br	2	4	-0.8	-4	1	-1.4	0.3	i	1	7
CCCCCCCC(=O)NNC(=O)c1c(O)c2ccccc2n(CC)c1=O	0	11	0.7	4	4	1.2	1.4	0.0	-10	1

Record cards, as listed above. Order of screens: 3CLpro inhibitor, DUSP3 inh, BoNT-A LC inh2, PriA SSB inh, Y pestis TopoI, PfHsp40 rescue, TcdB GH inh, BH1578 lux ind, Anthrax LF prot, CCHFV vOTU inh
Record of `O=C(OCCC1Oc2cccnc2NC1=O)c1ccc([N+](=O)[O-])cc1` (stereo unspecified) : 2, 28, nt, nt, nt, nt, -1.0, nt, nt, -12
Record of `O=C(/C=C\c1ccco1)c1ccc(NC(=O)c2ccco2)cc1` : 1, 4, -0.2, -9, 0, 2.1, 1.7, 0.1, 0, 8
Record of `COc1ccccc1NC(=O)CCc1c(C)[nH]c(=O)c(C#N)c1C` : -1, 16, 0.2, -10, -1, -0.6, nt, -0.5, 0, 2

This is a subset, so the mix of outcomes need not match the whole.
